# USP1-UAF1 inh: USP1/UAF1 (human) deubiquitinase inhibition; 390,000 compounds, 0.23% hits; O94782; recombinant USP1/UAF1, Ub-Rhodamine cleavage fluorescence; Potency, µM (top dose mostly 57.1 µM), for inactives: at the top dose activity change, negative = inhibition, most hits filed as inhibitors; further: potency means the concentration at half of the fitted maximal effect; on the % scale 0 is the no-effect control and ±100 the full control effect; nearly all actives have a fitted effect of over 60% in size; inactives centre near -12
#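 In this screen, compounds sit with the deubiquitinase complex (1nM) for 15 min at room temperature before Ub-Rho is added at 150nM final. Fluorescence rise is then followed for 6 reads every 60 seconds.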
# rTrxR1 inhibitor: inhibitors of rat thioredoxin reductase 1; O89049; recombinant rTrxR1, NADPH fluorescence consumption, selenite substrate; Potency, µM (series often up to 114 µM), for the others: at the top dose activity change, negative = inhibition, usual class: inhibitors; 390,000 compounds, 1% hits; AID 588453; further: potency means the concentration at half of the fitted maximal effect; on the % scale 0 is the no-effect control and ±100 the full control effect; nearly all actives have a fitted effect of over 65% in size
#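 Rat TrxR1 (90 nM in the dispensed reagent) was pre-reduced with 400 uM NADPH for 5 min at room temperature, then incubated with compound for 15 min. After 400 uM selenite was added, NADPH fluorescence (Ex 340/Em 450 nm) was followed for 8 min.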
# GLS inh: blocks human kidney-isoform glutaminase activity | GLS enzymatic activity, qHTS titration | AID 624170 | O94925 | 410,000 compounds, 0.21% hits | Potency, µM (doses to about 45.5 µM), inactives show top-dose activity change, negative = inhibition, actives largely listed as inhibitors; further: potency means the concentration at half of the fitted maximal effect; on the % scale 0 is the no-effect control and ±100 the full control effect
#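 Assay buffer: 45 mM KH2PO4 pH 8.2, 0.02% Tween-20. hKGA acts on L-glutamine (1 mM solution added); product glutamate is reported by an oxidase/peroxidase Amplex Red coupling, with fluorescence taken at baseline and 30 min.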
# HP1b binding inh: blocks HP1-beta chromodomain binding to methylated histone tails | AlphaScreen HP1-beta / biotin-H3K9me3 peptide binding | Potency, µM (titrated, usually from 114 µM), inactives show top-dose activity change, negative = inhibition, usual class: inhibitors | 390,000 compounds, 0.56% hits | AID 540317; further: potency means the concentration at half of the fitted maximal effect; nearly all actives have a fitted effect of over 70% in size; inactives centre near 23
#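 AlphaScreen: HP1-beta (50 nM) preformed 30 min with biotin-H3(1-18)K9me3 peptide (50 nM) in PBS pH 7.4, 0.01% Tween-20. Compound added for 30 min at RT, then streptavidin donor/nickel chelate acceptor beads (10 ug/mL) for 30 min.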
# PI4K2A block: inhibitors of human PI4K2A. Q9BTU6. 420,000 compounds, 0.13% hits. activity change, negative = inhibition, % at 76.9 µM. AID 1346378. purified PI4K2A, ADP-Glo luminescence, 1 h; active compounds read low; in the data active means activity change below about -50%; inconclusive means mostly about -30% to -49%;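 further: -100% = wells without enzyme as full effect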
# Target sequence (Q9BTU6 whole entry, looked up): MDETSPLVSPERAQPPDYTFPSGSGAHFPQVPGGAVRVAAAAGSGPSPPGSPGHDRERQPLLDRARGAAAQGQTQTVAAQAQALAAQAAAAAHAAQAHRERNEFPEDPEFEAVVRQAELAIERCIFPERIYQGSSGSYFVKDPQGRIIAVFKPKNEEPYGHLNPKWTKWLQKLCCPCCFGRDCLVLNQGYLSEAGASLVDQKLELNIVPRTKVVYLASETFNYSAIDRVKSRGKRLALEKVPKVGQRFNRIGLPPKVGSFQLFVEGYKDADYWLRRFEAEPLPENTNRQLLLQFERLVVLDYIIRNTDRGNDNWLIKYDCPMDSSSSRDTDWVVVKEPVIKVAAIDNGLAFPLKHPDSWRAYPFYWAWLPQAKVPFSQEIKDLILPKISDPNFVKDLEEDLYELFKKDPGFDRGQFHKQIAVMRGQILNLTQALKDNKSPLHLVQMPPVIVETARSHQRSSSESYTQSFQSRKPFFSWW
#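 Compounds are screened against recombinant PI4K2A using PI as substrate and ATP, the latter dispensed at 300 microM. Reactions run one hour at ambient temperature before ADP-Glo detection; full inhibition defined by wells lacking enzyme.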
# IDH1 R132H inh: inhibitors of human mutant IDH1 R132H; IDH1-R132H enzyme, NADPH consumption, diaphorase/resazurin fluorescence; AID 602179; 390,000 compounds, 0.093% hits; O75874; Potency, µM (top dose mostly 76.6 µM), inactives show at the highest dose activity change, negative = inhibition, actives largely listed as inhibitors; further: potency means the concentration at half of the fitted maximal effect; on the % scale 0 is the no-effect control and ±100 the full control effect; nearly all actives have a fitted effect of over 65% in size
#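 IDH1-R132H (0.5 ug/mL dispensed) in pH 7.5 Tris buffer was preincubated 30 min with compound, then given a substrate mix of 0.016 mM NADPH and 2 mM alpha-KG for 80 min at room temperature; remaining NADPH was read by diaphorase/resazurin fluorescence.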
# Pin1 inh: inhibitors of human Pin1 | Potency, µM (highest dose often 115 µM), for the others: at the top dose activity, negative = inhibition, actives largely listed as inhibitors | 390,000 compounds, 0.009% hits | Q13526 | Pin1 FP peptide displacement, HiFluor488, 10 min | AID 504891; active means well fitted inhibition curve with a large enough effect in the polarisation, with a control signal flat, not every such curve was filed as active; inconclusive means small, poorly fitted or top-dose-only effect, or effect the other way, or a change in a side signal; inactive means no such curve, though single readings can be large or run the other way; the % refers to the polarisation; further: potency means the concentration at half of the fitted maximal effect; on the % scale 0 is the no-effect control and ±100 the full control effect
# Target sequence (Q13526 whole entry, looked up): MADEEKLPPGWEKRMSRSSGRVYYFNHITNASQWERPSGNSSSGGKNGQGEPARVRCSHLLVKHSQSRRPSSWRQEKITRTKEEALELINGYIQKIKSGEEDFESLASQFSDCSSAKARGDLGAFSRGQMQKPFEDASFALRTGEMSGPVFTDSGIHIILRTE
# TrxR1 substrate: rat thioredoxin reductase 1 substrate activity; 390,000 compounds, 0.01% hits; O89049; purified TrxR1 substrate turnover, NADPH consumption readout; Potency, µM (doses to about 114 µM), for inactives: at the highest dose activity change, negative = substrate turnover; further: potency means the concentration at half of the fitted maximal effect; on the % scale 0 is the no-effect control and ±100 the full control effect; nearly all actives have a fitted effect of over 50% in size
#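 Rat TrxR1, dispensed at 90 nM, was prereduced with 400 uM NADPH (final) for 5 min at ~22 deg C, then incubated with compound 15 min before 400 uM selenite. A first-read NADPH fluorescence drop versus no-compound background flagged substrates.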
# PGK inhibitor: T. brucei PGK inhibition | Potency, µM (series often up to 57.5 µM), for inactives: at the highest dose activity change, negative = inhibition, actives largely listed as inhibitors | P07378 | AID 602233 | PGK/GAPDH coupled, Kinase-Glo luminescence, 60 min | 380,000 compounds, 0.043% hits; further: potency means the concentration at half of the fitted maximal effect; on the % scale 0 is the no-effect control and ±100 the full control effect; nearly all actives have a fitted effect of over 60% in size
# Target sequence (P07378 whole entry, looked up): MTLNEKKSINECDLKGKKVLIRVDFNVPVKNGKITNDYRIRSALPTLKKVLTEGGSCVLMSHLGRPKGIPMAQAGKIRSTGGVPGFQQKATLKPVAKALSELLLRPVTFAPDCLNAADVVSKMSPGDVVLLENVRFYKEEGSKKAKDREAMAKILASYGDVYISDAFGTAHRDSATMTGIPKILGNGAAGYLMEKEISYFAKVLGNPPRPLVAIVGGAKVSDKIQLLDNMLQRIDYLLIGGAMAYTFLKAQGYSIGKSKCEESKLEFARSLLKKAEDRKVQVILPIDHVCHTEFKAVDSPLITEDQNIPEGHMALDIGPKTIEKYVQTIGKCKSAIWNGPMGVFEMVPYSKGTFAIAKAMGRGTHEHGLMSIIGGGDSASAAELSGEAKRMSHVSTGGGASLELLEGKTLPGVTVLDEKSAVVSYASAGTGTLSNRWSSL
#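 Recombinant glycosomal PGK reaction used 1,3-bisphosphoglycerate generated in-well by GAPDH (100nM final) in 100mM TEA pH 7.6, 5mM MgCl2, 0.01% Tween-20. After 60 minutes at room temperature, ATP was read by Kinase-Glo Plus luminescence end-point.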
# Numbers without * were called inactive; i = inactive; ? = inconclusive; nt = not tested or not shown; & = joins results of further samples; [ ] = another dose, or the depositor's remark. Unless noted, the call rests on the fitted dose curve; in most records, active means well fitted curve in the direction sought with a large enough effect; inconclusive means small, poorly fitted or top-dose-only effect, or another doubt; inactive means no such curve, though single readings can be large; an effect the other way counts as inactive or inconclusive.
TrxR1 substrate,USP1-UAF1 inh,PGK inhibitor,HP1b binding inh,rTrxR1 inhibitor,PI4K2A block,GLS inh,Pin1 inh,IDH1 R132H inh,Compound
7%,-12%,-1%,29%,18%,4,0%,-2%,2%,Cc1ccnc(NC(=O)Nc2ccc3c(c2)OCO3)c1
-15%,0%,-8%,-2%,-14%,7,-3%,-3%,-8%,CC(C)(C)c1ccc(C(=O)NC(=O)COC(=O)c2ccc(Br)o2)cc1
4%,-25%,-9%,42%[activator],2%,0,2%,?,7%,COc1ccc(/C=C/C(=O)N2CCN(S(=O)(=O)c3ccccc3Br)CC2)cc1OC
-6%,-16%,-3%,54%[activator],1%,2,-3%,5%,0%,O=[N+]([O-])c1ccc2c(c1)nc1n2CCN(CC2CCCO2)C1 (stereo unspecified)
-3%[57.1 µM],-5%,1%,14%,-10%[57.1 µM],6,-1%,-17%,2%,O=C(Nc1ccc(N2CCOCC2)nc1)c1ccccc1Cl
-6%,-8%,-11%,-1%,13%[57.1 µM],-1,-1%,6%,-4%,CCOC(=O)Cn1cnc2c(C#N)c3n(c2c1=O)CCCCC3
0%&-1%,-16%&-2%,-5%,23%&26%,20%&7%,8&3,2%&0%,1%&5%,0%&-15%,CC(C)Cc1ccc(S(=O)(=O)Nc2ccc3[nH]c(=O)[nH]c3c2)cc1
-1%,-7%,-1%,55%[activator],17%,-1,1%,0%,-11%,COC(=O)c1ccc(CNC(=O)Cn2nnnc2CN(C)C(C)C)cc1
-1%,-6%,0%,25%,13%,3,0%,6%,10%,O=C(Oc1cccc2ccccc12)c1ccncc1
59%[activator][57.1 µM],-2%,-1%,13%,35%[57.1 µM],13,?,1%,3%,O=C1NC2(C=Cc3c(ccc4ccccc34)O2)Oc2ccccc21 (stereo unspecified)
3%,-24%,-8%,27%,10%,3,-7%,-2%,1%,CCOC(=O)N1CCN(c2c(NCC3CCN(Cc4cccc(C)c4)CC3)c(=O)c2=O)CC1
12%[57.1 µM],-10%,i,81%,22%[57.1 µM],25,-3%,-2%,8%,Cc1cnn(C(=S)NCc2ccc(Cl)cc2)c1
8%[57.1 µM],-19%,i,19%,22%[57.1 µM],0,-10%,21%,2%,CC(C)OC(=O)/C(=C/c1ccc2c(c1)c1ccccc1n2C)NC(=O)c1ccccc1
3%[57.1 µM],-21%,5%,26%,15%[57.1 µM],0,7%,4%,3%,CC(C)(C)c1ccc(Oc2ccc(NC(=O)c3cccs3)cn2)cc1
10%[57.1 µM],-4%,-3%,28%,18%[57.1 µM],-23,-1%,-4%,0%,CCS(=O)(=O)N1CCC(C(=O)Oc2ccccc2)CC1
3%,-6%,6%,29%,-1%,-4,7%,?,-8%,CC(Sc1nnc2ccccn12)C(=O)Nc1ccc2c(c1)OCO2 (stereo unspecified)
-2%,-21%,-4%,19%,-1%,-11,2%,0%,8%,CCOC(=O)c1sc(NC(=O)Nc2ccccc2Cl)cc1C
-9%,-7%,0%,43%[activator],-3%,1,-4%,6%,-5%,CC(C)(C)NC(=O)C(c1cccnc1)N(C(=O)c1csnn1)c1ccccc1 (stereo unspecified)
-7%,-18%,i,14%,14%,3,-1%,7%,2%,CN(C)c1ccc(C(CNC(=O)c2ccccc2F)c2c[nH]c3ccccc23)cc1 (stereo unspecified)
-19%[57.1 µM],-13%,-2%,29%,12%[57.1 µM],9,-7%,10%,10%,Cc1occc1C(=O)NC1CCCCCCC1
4%[57.1 µM],-9%,5%,28%,9%[57.1 µM],-2,-2%,-1%,-5%,COc1ccccc1NC(=O)NC1(C(=O)N2CCC(C)CC2)CCCCC1
-12%,-1%,-2%,14%,-31%,2,23%,1%,0%,COc1cccc(/C(O)=C2/C(=O)C(=O)N(CCN3CCOCC3)C2c2cccs2)c1 (stereo unspecified)
-6%,-18%,-18%,23%,-15%,-3,7%,0%,3%,CCC1CCCCN1C(=S)Nc1ccc(OC(F)F)cc1 (stereo unspecified)
-2%,-3%,-8%,10%,4%,-3,4%,0%,5%,COc1ccccc1C(=O)COC(=O)CCCN=C1NS(=O)(=O)c2ccccc21
7%&12%,-22%&5%,3%&0%,28%&8%,?,-3&-4,-1%&-3%,1%&-1%,?,CCOC(=O)c1cnc2c(Cl)c(Cl)ccc2c1NCCN1CCOCC1
8%[2.29 µM],-6%,-10%,25%,29%,-1,-4%,-1%,-6%,NC(=O)C1CC(=O)N(CCc2ccc(F)cc2)C1 (stereo unspecified)
7%[57.1 µM],-25%,-9%,50%[activator],6%[57.1 µM],-2,1%,-4%,0%,c1ccc(Oc2nc(Oc3ccccc3)nc(N3CCOCC3)n2)cc1
5%&1%,-17%&-21%,-8%&-3%,39%&16%,4%&7%,-1&-1,-5%&-1%,-5%&-2%,10%&-7%,Cc1ccc(N(CC(=O)NCc2ccc(F)cc2)S(=O)(=O)c2c(C)nn(C)c2C)cc1
22%[57.1 µM],-15%,-2%,38%,1%[57.1 µM],-3,3%,36%[activator],0%,CN(C)c1cccc(C(=O)Nc2ccc(-c3nc4ccccc4s3)cc2)c1
-11%,1%,-3%,20%,-13%,-2,10%,0%,5%,CC(C)CCNC(=O)c1cc([N+](=O)[O-])ccc1N1CCOCC1
nt,-20%,i,nt,nt,3,-12%,nt,4%,Cc1ccc(OCCC(=O)OCC(=O)NC2CCCCC2)cc1
6%,4%,1%,26%,3%,-4,3%,4%,-6%,COc1ccc(/C=C/C(=O)Nc2sc(Cc3ccccc3)c(C)c2C(N)=O)cc1
-7%[57.1 µM],-8%,-2%,32%,15%,-6,7%,8%,2%,Fc1ccccc1C(c1nnnn1C1CCCC1)N1CCN(Cc2ccccc2)CC1 (stereo unspecified)
-2%,-19%,nt,41%[activator],0%,-5,-6%,-9%,20%,CC(=O)NC(Cc1ccccc1)C(=O)NC(Cc1ccccc1)C(=O)O (stereo unspecified)
-13%,-18%,-1%,11%,-2%,-3,-4%,3%,-3%,COc1ccc(NC(=O)CN2C(=O)NC3(CC(C)CC(C)(C)C3)C2=O)cc1S(=O)(=O)N1CCCCC1 (stereo unspecified)
5%,-10%,-6%,11%[57 µM],26%,-6,-4%,-1%,-6%,O=C(NCCN1CCOCC1)c1ccc2c(c1)N(Cc1ccc(F)cc1)C(=O)c1ccccc1S2(=O)=O
10%,-11%,7%,20%,8%,-7,-8%,-1%,0%,Cc1cc(C)cc(NC(=O)CSc2nc3nccnc3c(=O)n2CCc2c[nH]c3ccccc23)c1
-7%&6%,-24%,-1%,-4%&14%,4%&18%,0,1%,9%&-6%,-5%,COc1cc(OC)c2ccc(=O)oc2c1C(CC(=O)N1CCCC1)c1ccc(N(C)C)cc1 (stereo unspecified)
0%,-16%,-9%,12%,21%,0,48%[activator],-10%,-2%,O=C(NCC(=O)N1CCN(c2ccccc2)CC1)c1ccco1
6%[57.1 µM],-14%,i,?,-47%,2,0%,-13%,-5%,COc1cc(/C=N/Nc2cccc(C)c2)cc(Br)c1O
-4%[57.1 µM],2%,-8%,29%,-4%[57.1 µM],-2,-1%,1%,-1%,CCCN(CC(=O)Nc1ccc(C(C)=O)cc1)CC(=O)Nc1ccccc1C
-6%,-24%,0%,41%[activator],6%,0,-4%,-7%,6%,S=C(Nc1cc(Cl)cc(Cl)c1)N1CCN(c2ccccn2)CC1
-6%[57.1 µM],?,0%,-4%,0%[57.1 µM],2,-5%,-6%,-7%,CCOc1ccc(CC(=O)NC2CC(=O)N(c3cccc(F)c3)C2)cc1 (stereo unspecified)
2%,-21%,0%,20%,7%,9,7%,1%,-4%,CCc1csc(CCNC(=O)C2CCC(=O)N(CCOC)C2)n1 (stereo unspecified)
1%,-8%,-9%,37%[activator],-1%,4,15%,4%,-12%,Cn1c(=O)cc(SCC(=O)NCCCN2CCOCC2)c2ccc(Cl)cc21
6%[57.1 µM],-13%,i,18%,19%[57.1 µM],4,-2%,-10%,1%,CC(C)OC(=O)C1C(=O)CC(C)(O)C(C(=O)OC(C)C)C1c1cccc([N+](=O)[O-])c1 (stereo unspecified)
-4%[2.29 µM],-22%,4%,8%[57 µM],-6%[2.29 µM],8,12%,-3%,-3%,CSc1nc(Cl)c(Br)c(Nc2c[nH]c(=O)[nH]c2=O)n1

# Ordered by length of the SMILES (smallest number first): four of the compounds above.
TrxR1 substrate,USP1-UAF1 inh,PGK inhibitor,HP1b binding inh,rTrxR1 inhibitor,PI4K2A block,GLS inh,Pin1 inh,IDH1 R132H inh,Compound
-6%,-24%,0%,41%[activator],6%,0,-4%,-7%,6%,S=C(Nc1cc(Cl)cc(Cl)c1)N1CCN(c2ccccn2)CC1
1%,-8%,-9%,37%[activator],-1%,4,15%,4%,-12%,Cn1c(=O)cc(SCC(=O)NCCCN2CCOCC2)c2ccc(Cl)cc21
-4%[57.1 µM],2%,-8%,29%,-4%[57.1 µM],-2,-1%,1%,-1%,CCCN(CC(=O)Nc1ccc(C(C)=O)cc1)CC(=O)Nc1ccccc1C
6%[57.1 µM],-13%,i,18%,19%[57.1 µM],4,-2%,-10%,1%,CC(C)OC(=O)C1C(=O)CC(C)(O)C(C(=O)OC(C)C)C1c1cccc([N+](=O)[O-])c1 (stereo unspecified)

# Compound activity from PubChem.

# A portion of the library. The share of hits here may be higher or lower than overall.
